Screening data as filed in PubChem BioAssay.
PAX8 inh HTS = inhibitors of PAX8 transcriptional activity in RMG-I cells | RMG-I TPO-luciferase reporter, SteadyGlo, 24 h | inhibition, % at 12.6 µM | hit rate 1.2% among 360,000;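 active = mean replicate inhibition at least 60% with every replicate also reaching 60%; inconclusive = only one of the two criteria is met; inactive = mean below 60% and not all replicates reaching 60%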;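 note: luciferase light reporting Pax8 driven TPO promoter activity; plate controls were median of neutral control wells for no effect and mitoxantrone controls for full effect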
Casp6 inh = inhibitors of human caspase-6; AID 686996; hit rate 0.53% among 350,000; purified caspase-6, Z-VEID-R110 cleavage fluorescence; inhibition, % at 12.5 µM;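 active = mean inhibition across replicates at least about 35%, with every replicate also reaching that limit, limit read from the data; inconclusive = only one of the two criteria met; inactive = neither criterion met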;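 note: 0% = median of neutral control wells and 100% = no fluorescence left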
Target sequence (P55212 24-179 limits assumed): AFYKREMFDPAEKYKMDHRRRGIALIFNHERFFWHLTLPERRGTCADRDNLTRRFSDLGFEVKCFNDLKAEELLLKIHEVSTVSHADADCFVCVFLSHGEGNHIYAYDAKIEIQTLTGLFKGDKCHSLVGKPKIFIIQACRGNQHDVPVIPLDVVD
Target sequence (P55212 194-293 limits assumed): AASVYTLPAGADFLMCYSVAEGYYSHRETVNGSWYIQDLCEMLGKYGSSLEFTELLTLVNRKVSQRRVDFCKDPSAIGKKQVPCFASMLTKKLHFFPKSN
ARNT TACC3 PPI = disrupts binding between human ARNT and TACC3. hit rate 0.66% among 390,000. Q9Y6A5. inhibition, % at 9.99 µM. AlphaScreen His-ARNT PAS-B/GST-TACC3 binding, luminescence; TACC3 fragment carries E629A point mutation;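 active = mean inhibition of replicates at least 50% and at least half of replicates each reaching 50%; inconclusive = half or more replicates reach 50% but mean below 50%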;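 note: 0% = complete ARNT plus TACC3 wells and 100% = ARNT alone without TACC3; many hits fall short of the cut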
SIRT5 block = inhibitors of human sirtuin-5 desuccinylase; inhibition, % at 15 µM; hit rate 1.1% among 330,000; Purified SirT5, succinyl-peptide AMC, trypsin-coupled fluorescence; in the data active = inhibition above about 15%; inconclusive = no clear call, values can overlap the other calls
Target sequence (Q9NXA8 whole entry, looked up): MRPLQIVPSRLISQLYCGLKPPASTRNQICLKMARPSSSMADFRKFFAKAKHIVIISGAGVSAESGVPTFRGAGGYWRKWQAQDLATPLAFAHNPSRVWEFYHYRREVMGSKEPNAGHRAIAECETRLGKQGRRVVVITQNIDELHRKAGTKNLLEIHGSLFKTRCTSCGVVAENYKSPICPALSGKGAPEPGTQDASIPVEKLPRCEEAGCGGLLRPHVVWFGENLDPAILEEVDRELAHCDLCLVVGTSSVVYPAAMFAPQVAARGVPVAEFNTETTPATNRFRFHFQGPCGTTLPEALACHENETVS
DENV2 CPE rescue = DENV2-induced cell death inhibition | DENV2-infected cells, cytopathic effect rescue, plate reader | CPE inhibition, % at 9.99 µM | hit rate 1.7% among 350,000 | AID 651640; in the data active = CPE inhibition above about 20%, passing the limit was not always enough; inconclusive = no clear call, values can overlap the other calls; tested in BHK-21 cells;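 note: 0% = median of neutral control wells and 100% = median of positive control wells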
EWS-Fli block = blocks EWS/Fli oncoprotein-driven transcription | A673 NR0B1-luciferase reporter, viability-normalised | AID 651661 | inhibition, % at 12.6 µM | hit rate 0.67% among 350,000;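 active = mean inhibition of at least 50% after viability correction, with every replicate also passing that limit; inconclusive = mean reaches 50% but only one of two replicates passes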;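 note: firefly luciferase signal divided by Alamar Blue viability fluorescence both relative to DMSO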
LGR2 antag = Drosophila LGR2 receptor signaling inhibition. HEK293 LGR2, CRE-luciferase, bursicon-stimulated, 4 h. inhibition, % at 9.99 µM. hit rate 0.35% among 380,000. AID 720647;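 active = drop in luminescence signal, shown as inhibition above about 50% in the replicate tests, limit read from the data, passing the limit was not always enough; inconclusive = probably only some replicates passing the limit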;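 note: agonist challenge used bursicon conditioned medium at about half maximal strength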
Active calls of the source: *; ? = inconclusive; · = not tested or not shown; & = joins results of further samples.

Results follow in this order: ARNT TACC3 PPI	LGR2 antag	Casp6 inh	DENV2 CPE rescue	SIRT5 block	EWS-Fli block	PAX8 inh HTS
1: CC[C@@]1(C(=O)OC)N[C@H](CN(C)S(=O)(=O)c2ccc(-c3ccccc3)cc2)[C@@H]2C(=O)N(C)C(=O)[C@@H]21
    -2	-16	·	?	0	5	16
2: CC1(c2nnc(-c3ccc(F)cc3)o2)CC(c2ccc([N+](=O)[O-])cc2)=NO1 (stereo not given)
    -1	-2	-2	-11	-1	-10	-1
3: CCOC(=O)C1=C(C)NC(C)=C(C(=O)OCC)C1C(=O)OCC(=O)N(C)Cc1ccccc1
    -7	-4	2	1	·	-5	9
4: O=C(NCc1ccccc1)NS(=O)(=O)c1ccccc1Cl
    8	3	-3	·	-4	·	·
5: Cc1ccccc1CN1CCN(S(=O)(=O)c2cccs2)CC1
    -2	0	-1	8	-11	0	-1
6: CCCCCCN1CCN(C2CN(Cc3cn(CCCCCC)nn3)S(=O)(=O)C2)CC1 (stereo not given)
    ·	-4	-1	0	-5	6	13
7: O=C(CN(CC1CCCO1)C(=O)CNS(=O)(=O)c1ccc(F)cc1)NC1CCCC1 (stereo not given)
    -5	-1	4	-7	-4	0	-5
8: O=C(Cc1ccc(F)cc1)NCCS(=O)(=O)N1CCN(c2ccccc2)CC1
    -8	-12	1	-5	2	2	-13
9: CCCNC(=O)N1[C@@H]2Cn3c(ccc(-c4cccc(OC)c4)c3=O)[C@H]1[C@@H](C(=O)NCC)[C@@H]2CO
    21	11	0	5	-32	2	-4
10: CN(C)c1nc(N)nc(-c2nc3ccccc3s2)n1
    4	0	0	3	-1	-55	·
11: CCN(Cc1ccncc1)Cc1cn[nH]c1-c1ccc(OC)cc1F
    1	-16	0	·	-4	-8	19
12: COc1ccc(CNC(=O)C2CCCN(S(=O)(=O)N3CC(C)CC(C)C3)C2)c(OC)c1 (stereo not given)
    2	5	3	11	1	·	2
13: COc1cc2sc(-c3ccc(S(C)(=O)=O)cc3)c(C#CCO)c2cc1OC
    11	-27	-5	·	·	4	19
14: O=C(CN1C(=O)C2C3C=CC(C4CC34)C2C1=O)Nc1cccc2ncccc12 (stereo not given)
    5	1	1	-2	-1	3	15
15: O=C([C@H]1[C@H](CO)[C@H]2Cn3c(cccc3=O)[C@@H]1N2Cc1ccccc1)N1CCCCC1
    1	-7	-1	0	-1	-23	·
16: CCOCCCNC(=O)C(NC(=O)c1ccc2c(c1)OCO2)c1ccc(OC)cc1 (stereo not given)
    20	-24	2	·	9	·	·
17: CN1CC(COCc2ccccc2)Oc2ccccc2S1(=O)=O (stereo not given)
    -1	3	-1	8	·	-5	4
18: O=C(N[C@@H]1CC[C@@H](CCNC(=O)C2CCCC2)O[C@H]1CO)c1ccccn1
    1	-11	-2	-7	2	-5	-15
19: CCCCC(=NCCc1c(C)[nH]c2ccc(OC)cc12)C1=C(O)CC(c2ccccc2)CC1=O (stereo not given)
    -2	27	-3	-4	0	55*	54
20: COC(=O)c1sc(NC(=O)CSc2nnc(Cn3nnc4ccccc43)n2C)nc1C
    1	11	0	2	-3	14	4

Ordered by length of the SMILES (highest first): some entries from above.
Results follow in this order: ARNT TACC3 PPI	LGR2 antag	Casp6 inh	DENV2 CPE rescue	SIRT5 block	EWS-Fli block	PAX8 inh HTS
19: CCCCC(=NCCc1c(C)[nH]c2ccc(OC)cc12)C1=C(O)CC(c2ccccc2)CC1=O (stereo not given)
    -2	27	-3	-4	0	55*	54
14: O=C(CN1C(=O)C2C3C=CC(C4CC34)C2C1=O)Nc1cccc2ncccc12 (stereo not given)
    5	1	1	-2	-1	3	15
13: COc1cc2sc(-c3ccc(S(C)(=O)=O)cc3)c(C#CCO)c2cc1OC
    11	-27	-5	·	·	4	19

Returning to the listing, starting 6 compounds before the break.
Results follow in this order: ARNT TACC3 PPI	LGR2 antag	Casp6 inh	DENV2 CPE rescue	SIRT5 block	EWS-Fli block	PAX8 inh HTS
15: O=C([C@H]1[C@H](CO)[C@H]2Cn3c(cccc3=O)[C@@H]1N2Cc1ccccc1)N1CCCCC1
    1	-7	-1	0	-1	-23	·
16: CCOCCCNC(=O)C(NC(=O)c1ccc2c(c1)OCO2)c1ccc(OC)cc1 (stereo not given)
    20	-24	2	·	9	·	·
17: CN1CC(COCc2ccccc2)Oc2ccccc2S1(=O)=O (stereo not given)
    -1	3	-1	8	·	-5	4
18: O=C(N[C@@H]1CC[C@@H](CCNC(=O)C2CCCC2)O[C@H]1CO)c1ccccn1
    1	-11	-2	-7	2	-5	-15
19: CCCCC(=NCCc1c(C)[nH]c2ccc(OC)cc12)C1=C(O)CC(c2ccccc2)CC1=O (stereo not given)
    -2	27	-3	-4	0	55*	54
20: COC(=O)c1sc(NC(=O)CSc2nnc(Cn3nnc4ccccc43)n2C)nc1C
    1	11	0	2	-3	14	4
21: CCOc1ccc2[nH]c(=O)c(CN(CCCN3CCOCC3)Cc3nnnn3Cc3ccc(OC)cc3)cc2c1
    -3	-15	1	5	-5	7	8
22: CC(C)CN(C(=O)CCC(=O)OCC(=O)NCCc1ccccc1)c1c(N)n(CC(C)C)c(=O)[nH]c1=O
    -7	-1	2	-3	-1	1	9
23: Cc1cc(C)nc(SCSc2nc(C)cc(C)n2)n1
    -2	-10	1	1	1	10	·
24: CN(C)C(=O)C[C@@H]1CC[C@@H](NC(=O)C2CCOCC2)[C@H](CO)O1
    2	-4	0	-2	1	-2	-19
25: Cc1ccccc1Nc1c(-c2ccc(N3CCOCC3)cc2)nc2cnccn12
    -8	-53	1	-1	-4	-39	-36
26: C(=C\c1ccccc1)/CSc1ccccn1
    -1	-74	-4	9	-2	-67	-250
27: C[C@H](CO)N1C[C@H](C)[C@@H](CN(C)C(=O)Nc2ccc3c(c2)OCO3)Oc2ccc(NS(=O)(=O)c3cn(C)cn3)cc2CC1=O
    -1	-6	3	3	5	-9	-24
28: CCC1Oc2ccc(C)cc2N(CC(=O)NCC2COc3ccccc3O2)C1=O (stereo not given)
    -17	22	2	11	-1	-1	11
29: COCCNC(=O)/C(C#N)=C/c1cccc(NC(=O)c2ccccc2Cl)c1
    -6	16	·	·	·	·	-34
30: CCOC(=O)C1=C(O)/C(=C/c2ccc(OCC(=O)O)c(OC)c2)SC1=Nc1ccc(OCC)cc1
    -1	1	37*	2	6	20	11
31: N#C/C(=C\c1cccs1)C(=O)NCc1ccco1
    0	-17	4	-3	1	-25	48
32: O=C(CSc1ccc(Cl)cc1)Nc1cc(-c2nc3ncccc3o2)ccc1Cl
    ·	-1	-1	-3	2	-5	·
33: O=C(NCC1CCCCC1)[C@@H]1[C@@H](CO)[C@@H]2Cn3c(ccc(-c4cccnc4)c3=O)[C@H]1N2
    ·	0	0	106*	-37	5	·
34: COc1ccc(S(=O)(=O)N(C)C[C@H]2Oc3c(NC(=O)CCC(F)(F)F)cccc3C(=O)N([C@H](C)CO)C[C@@H]2C)cc1
    -3	0	3	15	·	-1	8
35: Cc1noc(C)c1NC(=O)Nc1ccc2c(c1)CC(=O)N([C@H](C)CO)C[C@@H](C)[C@H](CN(C)Cc1ccc(C(F)(F)F)cc1)O2
    -5	14	0	9	13	-1	26
36: C[C@@H]1CN([C@H](C)CO)C(=O)c2cc(NC(=O)CCC(F)(F)F)ccc2O[C@@H](C)CCCCO[C@@H]1CN(C)Cc1ccc(Cl)c(Cl)c1
    5	8	0	2	13	-6	81*
37: C/C(=N\Nc1nc2ccccc2[nH]1)c1ccc2c(c1)OCO2
    ·	-26	3	-11	2	-46	-22
38: C[C@@H]1CN([C@@H](C)CO)C(=O)Cc2cc(NC(=O)c3ccncc3)ccc2O[C@@H]1CN(C)CC1CCCCC1
    -2	-7	2	14	-1	-3	·
39: N#Cc1ccccc1CSc1nc2ccc(NC(=O)c3ccccc3C(=O)O)cc2s1
    -4	-85	1	13	-3	-81	-110
40: CCOC(=O)c1sc2nc(C)nc(SCC(=O)N(CC)C3CCS(=O)(=O)C3)c2c1C (stereo not given)
    -2	-8	-3	10	-1	13	6

Along the list, as entered above.
Compounds 27 to 30 in PAX8 inh HTS read -24, 11, -34, 11

Next part.
Results follow in this order: ARNT TACC3 PPI	LGR2 antag	Casp6 inh	DENV2 CPE rescue	SIRT5 block	EWS-Fli block	PAX8 inh HTS
41: CCOC(=O)[C@H]1[C@@H]2C(=O)N3CCC[C@H]3[C@H](O[Si](C(C)C)(C(C)C)C(C)C)[C@H]2C=C2CCN(S(=O)(=O)c3ccc(C)cc3)C[C@H]21
    ·	·	-2	-8	5	-12	·
42: C[C@@H]1CN([C@H](C)CO)C(=O)c2cccc(NC(=O)CCCCCC(=O)Nc3ccccc3N)c2O[C@H]1CN(C)Cc1ccccc1
    ·	29	1	1	13	35	49
43: COc1ccccc1NC(=O)C(C)OC(=O)CCNS(=O)(=O)c1ccc(C)c(C)c1 (stereo not given)
    4	13	-1	15	2	-7	-2
44: COc1cc(/C=N/NC(=S)NCC2CCCO2)cc(OC)c1OC (stereo not given)
    0	20	1	1	1	5	8
45: C[C@@H]1CN([C@H](C)CO)C(=O)CCCn2nncc2CO[C@H]1CN(C)Cc1ccc(C(F)(F)F)cc1
    -3	16&-5	-1&-2	1&-2	-1&3	3&10&4	-3&3&3
46: Cc1c(C)c2c(c(C)c1O)CCC(C)(C(=O)O)O2 (stereo not given)
    -5	-3	2	-1	-6	-16	0
47: CC(Oc1cccc(Br)c1)C(=O)NNC(=O)CCS(=O)(=O)c1ccccc1 (stereo not given)
    0	-17	-5	?	-5	8	5
48: O=C(NCC1CCCO1)C(c1cccs1)N(Cc1ccccc1)C(=O)c1ccc(-c2ccccc2)[nH]1 (stereo not given)
    9	-8	·	·	·	·	18
49: COc1ccc(NC(=O)C2CCCCC2)cc1S(=O)(=O)N1CCOCC1
    0	-6	-5	10	·	-3	14
50: CCC(=O)Nc1ccc2c(c1)nc(CCN1CCC(C)CC1)n2C
    -11	4	-2	6	-1	-2	6
51: O=C(COC(=O)C1CC(=O)N(CCc2ccccc2)C1)c1ccc[nH]1 (stereo not given)
    -10	-9	4	-3	0	0	-15
52: CCc1ccc(NC(=O)C2CCN(S(=O)(=O)c3c(C)[nH]c(=O)[nH]c3=O)CC2)cc1
    -13	-12	3	14	1	8	·
53: CCc1nc2ccc(C(=O)NCCCn3ccnc3)cn2c1N(C)Cc1ccc(OC)cc1
    ·	3	-2	-5	-2	1	-1
54: CC1(C)Cc2c(sc(NC(=O)COc3ccc(Cl)cc3Cl)c2C(N)=O)C(C)(C)N1
    ·	21	-3	5	-7	·	-4
55: O=C(NC1CCCCC1)c1c(O)nc2sccn2c1=O
    1	-1	1	-3	-4	4	4
56: CC(C)(C)c1ccc(OCC(=O)NNC(=O)c2cccnc2)cc1
    28	-8	3	4	·	-1	-8
57: COCCN(C(=O)CCC(=O)Nc1nccs1)C(C(=O)NC(C)(C)C)c1ccc(C)cc1 (stereo not given)
    -7	-7	0	-1	5	7	5
58: O=S(=O)(c1cccc(F)c1)N1CC[C@@H]2[C@@H](CO)Nc3ccc(C#Cc4cccc(F)c4)cc3[C@@H]21
    -2	3	·	23*	·	-2	13
59: CCCNC(=O)Nc1ccc2c(c1)OC[C@H](C)N(C(=O)C1CCCCC1)C[C@H](C)[C@H](OC)CN(C)C2=O
    -6	-1	0	-6	0	-3	-16
60: COc1ccc(C(=O)c2coc3ccc(O)c(CN4CCOCC4)c23)cc1
    ·	6	-1	-2	·	-8	-12
